# High-throughput results as filed in PubChem BioAssay.
# PV pol inh = poliovirus RNA polymerase inhibition; P03300; poliovirus polymerase elongation, fluorescence polarization; stronger effect = lower value; % elongation, % (compound at 16.7 µg/mL); hit rate 0.66% among 150,000; AID 588519; in the data active means % elongation below about 90%; further: some results filed as inactive read as strong as hits
# Target sequence (P03300 1749-2209 limits assumed): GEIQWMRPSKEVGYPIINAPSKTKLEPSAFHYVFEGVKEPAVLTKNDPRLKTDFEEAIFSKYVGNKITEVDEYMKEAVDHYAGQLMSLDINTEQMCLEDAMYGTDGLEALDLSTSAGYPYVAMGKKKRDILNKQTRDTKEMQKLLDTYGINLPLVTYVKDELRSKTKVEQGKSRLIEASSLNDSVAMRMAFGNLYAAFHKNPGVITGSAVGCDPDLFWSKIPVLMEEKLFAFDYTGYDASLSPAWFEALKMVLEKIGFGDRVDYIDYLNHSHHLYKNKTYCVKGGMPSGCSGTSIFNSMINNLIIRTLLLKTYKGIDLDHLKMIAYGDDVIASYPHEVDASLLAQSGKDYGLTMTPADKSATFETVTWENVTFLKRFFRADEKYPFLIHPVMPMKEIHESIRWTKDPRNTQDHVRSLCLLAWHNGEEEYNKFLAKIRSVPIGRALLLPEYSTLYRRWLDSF
# PV pol inh FP z-score = also measured in PV pol inh; calls as there; z-score; measured here: FP z-score; hits read low
# Starred values were filed as active, the others as inactive. Only part of the results is shown. The share of hits here may be higher or lower than overall.
# Screens in order: PV pol inh, PV pol inh FP z-score
O=C(c1ccccc1Nc1ccc(SC(F)F)cc1)N(CCO)CCO
→ 103, 0.2
CCOc1cc(C(=O)N(Cc2nc(-c3ccc(C)cc3)no2)C(C)C)cc(OCC)c1OCC
→ 103, 0
CN1CCC(N(C)C(=O)CNC(=O)c2ccc(C(C)(C)C)cc2)CC1
→ 97, -0.1
NC(=O)c1cc(-c2ccccc2)sc1NC(=O)c1ccco1
→ 112, 1.2
COC(=O)c1cc(NC(=O)c2ccc(-c3ccc(Cl)cc3Cl)o2)cc(C(=O)OC)c1
→ 107, 0.3
CC1(C)CC(=O)C(C=NCCN2CCN(C(=O)Cc3ccc(Cl)cc3)CC2)=C(O)C1
→ 103, 0.4
Cc1ccc(-n2c(O)c(/C=N/c3ccccn3)c3ccccc3c2=O)cc1C
→ 99, -0.3
CCc1ccc(S(=O)(=O)NCc2ccc3c(c2)CCN3C(=O)c2ccc(C)cc2)cc1
→ 105, -0.5
C=CCn1c(CC(C)C)nnc1SCC(=O)Nc1ccc(OC)cc1
→ 104, 1
CN(C)S(=O)(=O)n1cc(/C=C(\NC(=O)c2ccccc2F)C(=O)NCc2ccco2)c2ccccc21
→ 101, -0.6
CCOC(=O)C1=C(C)NC(C)=C(C(=O)OCC)C1C(=O)OC(C)C(=O)Nc1ccc(S(=O)(=O)N2CCCC2)cc1 (stereo not drawn)
→ 95, -0.3
NC(=O)CN1C(=O)c2ccccc2C1=O
→ 102, -0.1
Cc1cc(=O)[nH]c2c1c(=O)[nH]n2C1CCCCC1
→ 103, -0.1
CC(NC(=O)c1cccs1)C12CC3CC(CC(C3)C1)C2 (stereo not drawn)
→ 103, 0.1
CN(C)c1cccc(C(=O)NN)c1
→ 98, -0.1
Cc1cccc(N2CCN(CN3C(=O)C4(OCCCO4)c4ccccc43)CC2C)c1 (stereo not drawn)
→ 101, 0.2
C=CCNc1sc(C)nc1C(N)=O
→ 101, 0.1
CC(SC1=N/C(=C\c2ccco2)C(=O)N1c1ccc(OC(F)F)cc1)C(=O)NCc1ccc2c(c1)OCO2 (stereo not drawn)
→ 102, -0.2
O=C(CSc1nc(=O)[nH]c2c1CCC2)Nc1cc(C(F)(F)F)ccc1Cl
→ 110, 0.8
COc1ccccc1OCCCCn1c(C2CC(=O)N(c3ccccc3Cl)C2)nc2ccccc21 (stereo not drawn)
→ 108, 0.3

# Other results:
# Screens in order: PV pol inh, PV pol inh FP z-score
COc1cccc(-c2nc(SCC(=O)Nc3ccc4c(c3)OCCO4)c(-c3ccccc3)[nH]2)c1
→ 114, 0.6
Cc1nc(SCC(=O)N(C)c2ccccc2)c(C#N)c(C)c1C
→ 107, 0.5
O=C1Nc2ccccc2/C1=C/C1CC=CCC1 (stereo not drawn)
→ 104, 0.9
CC(NCc1ccccn1)C(O)c1ccccc1 (stereo not drawn)
→ 101, -0.5
Cc1cccc(C(=O)Nc2ccc(S(=O)(=O)N(Cc3ccccc3)c3ccccc3)cc2)c1
→ 108, 0.1
N#CCN(CC#N)C(=O)c1ccco1
→ 101, -0.5
COC(=O)c1sc2cccc(F)c2c1S(=O)(=O)Nc1cc(OC)cc(OC)c1
→ 112, 1.7
CC(=O)c1ccc(N2CCN(C(=O)Nc3ccc(C)cc3)CC2)cc1
→ 115, 0
COc1ccc(N2CCN(C(=O)c3cc(C)[nH]n3)CC2)cc1
→ 101, 0.1
COc1ccc(OC(=O)c2ccc(Cl)cc2)cc1
→ 104, 0.2
COC(=O)C(NC(=O)Cc1c(C)nc2c(-c3ccccc3)c(C)nn2c1C)C(C)C (stereo not drawn)
→ 102, -0.6
O=C(COc1ccc(C(=O)c2ccc(F)cc2)cc1)NCCN1C(=O)CSC1=O
→ 101, 0.4
COc1ccc(/C=C2/C(=O)N=C(N)N2C)cc1
→ 100, -0.5
CC(C)(C)SCC(=O)Nc1nn2cnnc2s1
→ 101, -0.3
CCCc1c(C)c(C#N)c2nc3ccccc3n2c1NCCCn1ccnc1
→ 97, -0.9
OCC(O)Cn1c2ccc(Br)cc2c2cc(Br)ccc21 (stereo not drawn)
→ 98, -0.8
COc1ccc(C2c3c(oc4ccc(Cl)cc4c3=O)C(=O)N2CCCN(C)C)cc1OC (stereo not drawn)
→ 115, 1.6
O=C(Nc1ccc2oc(=O)ccc2c1)c1cc2ccccc2o1
→ 106, 0.3
CN1/C(=C/C(=O)c2ccco2)Sc2ccccc21
→ 105, 0.1
Cc1ccc(CCNC(=O)C2CC(=O)N(C3CCCC3)C2)cc1 (stereo not drawn)
→ 101, 0.3

# (more compounds)
# Screens in order: PV pol inh, PV pol inh FP z-score
COc1cccc(CNC(=O)c2ccc3nc(-c4ccc(F)cc4)c(-c4ccc(F)cc4)nc3c2)c1
→ 109, 0.1
C=CCNc1nc(-c2ccc(OC)cc2)cs1
→ 110, 0.8
COCCNC(=O)CN1C(=O)c2cccnc2Sc2ccccc21
→ 105, -0.2
COc1cccc(C(=O)NCCc2csc3nc(-c4ccccc4F)nn23)c1OC
→ 105, -0.3
CCOc1nc(Nc2ccccc2)nc(Nc2ccccc2)n1
→ 100, 0.1
Cc1c(Cl)cn2c(=O)cc(CN(C)Cc3nc4ccccc4c(=O)[nH]3)nc2c1Cl
→ 109, 0.7
COC(=O)Nc1sc(Cc2ccccc2)cc1C(N)=O
→ 100, -0.2
O=C1CC(c2ccc(Cl)cc2)Nc2nc3ccccc3n21 (stereo not drawn)
→ 102, 0.1
C=CCN1CC[C@]23c4c5ccc(O)c4OC2C(=O)CC[C@@]3(O)[C@H]1C5 (stereo partly drawn)
→ 102, 0.6
O=C(COC(=O)Cc1ccc(Br)cc1)NC1CC1
→ 100, -0.3
CC12CC3(C)CC(C)(C1)CC(C(=O)NCC(=O)O)(C2)C3
→ 102, 0.3
Cc1ccc(N2C(=O)C(C)(C)C(C)(C)C2=O)cc1
→ 103, 0.3
O=C(CSc1nncn1-c1ccccc1)c1ccc(S(=O)(=O)N2CCCC2)cc1
→ 111, 1.1
COc1ccc(-n2nc(-c3ccc(C)cc3)c3cnc4cc(F)c(F)cc4c32)cc1
→ 107, -0.4
CCOC(=O)c1c(C)oc(NC(=O)Nc2ccc(F)cc2)c1C(=O)OCC
→ 106, 0.2
CCOc1ccccc1NC(=O)c1cnccn1
→ 101, -0.2
CCOC(=O)c1oc2ccc(Br)cc2c1COC(=O)C1=COCCO1
→ 99, -0.4
COc1ccc(NC(=O)c2cc3c(=O)n(Cc4cccnc4)ccc3nc2C)cc1Cl
→ 116, 1.9
CC(Sc1nncn1C)C(=O)N(Cc1ccccc1)Cc1ccccc1 (stereo not drawn)
→ 104, 0
Clc1cccc(C2OCC3(CO2)COC(c2cccc(Cl)c2)OC3)c1 (stereo not drawn)
→ 103, 0.4

# Further entries:
# Screens in order: PV pol inh, PV pol inh FP z-score
COC(=O)N/N=C(\C)c1ccccc1Br
→ 104, 0.3
CC(C)C(NC(=O)c1ccc(NS(C)(=O)=O)cc1)C(C)C
→ 100, 0
COc1ccc(-c2cc(C(F)(F)F)nc(SCCC(=O)Nc3cc(C)ccc3O)n2)cc1
→ 109, 1
CCSC1=C(C#N)C(c2ccccc2)CC(=O)N1 (stereo not drawn)
→ 100, -0.5
CC(C)C(c1nnnn1CCc1ccccc1)N(Cc1ccco1)Cc1ccccc1Cl (stereo not drawn)
→ 102, 0.3
O=C(OCc1ccc(F)cc1F)c1ccc(F)cc1
→ 99, -0.1
COC(=O)c1ccc(NC(=O)CCc2c(C)nc3c(c(C)nn3C)c2C)cc1
→ 102, 0.1
CCCC1OCC2(CO)C(C)C=C(C)C1C2C (stereo not drawn)
→ 106, 1.4
N#Cc1ccsc1NC(=O)CSc1nnc(-c2ccccc2)n1Cc1ccc2c(c1)OCO2
→ 109, 0.9
CCCN(CCC)C(=O)c1ccc(CNS(=O)(=O)c2ccc(F)cc2)cc1
→ 101, -0.6
O=C(Cc1cccs1)N1CCN=C1SCc1ccccc1
→ 101, 0.2
O=C(CSc1nc2ccccc2nc1Cc1ccccc1)N1CCc2ccccc21
→ 108, 0.5
Fc1ccccc1Cn1c(-c2ccccc2)nc2ccccc21
→ 112, 0.9
Cc1cccc(N2CCN(C(=O)CCCC(=O)N3CCN(c4cccc(C)c4C)CC3)CC2)c1C
→ 101, 0.3
COc1ccc(NC(=O)CCN2CCN(CCO)CC2)c(OC)c1
→ 104, -0.3
COC(=O)CC1C(=O)NCCN1C(=O)c1ccc(OC)cc1 (stereo not drawn)
→ 105, 0.3
CCc1ccc[n+](OC(=O)N(CC)CC)c1
→ 96, -1.2
O=C(CSc1cccc2cccnc12)OCC(=O)c1ccc(Br)cc1
→ 104, 0.1
Cc1cnc(=O)[nH]c1SCC(=O)Nc1nc2ccccc2s1
→ 110, 0.8
CCCOC(=O)CCc1n[nH]c(=O)[nH]c1=O
→ 104, 0.6

# Reformatted: results already given
Molecule,PV pol inh,PV pol inh FP z-score
CC(C)C(NC(=O)c1ccc(NS(C)(=O)=O)cc1)C(C)C,100,0
COc1ccc(-c2cc(C(F)(F)F)nc(SCCC(=O)Nc3cc(C)ccc3O)n2)cc1,109,1
CCSC1=C(C#N)C(c2ccccc2)CC(=O)N1 (stereo not drawn),100,-0.5

# Later entries
# Screens in order: PV pol inh, PV pol inh FP z-score
COc1ccc2c(c1)CCCC21SC(NC(C)=O)=NN1C(C)=O (stereo not drawn)
→ 109, 0.4
COc1ccccc1CN1CCCC1
→ 102, 0.6
CCCCN(CC)C(=O)c1cc2cc3cc(OC)ccc3nc2s1
→ 103, 0.3
COC(=O)C1=C(C)NC2=C(C(=O)CC(c3ccccc3)C2)C1c1ccc(N(C)C)cc1 (stereo not drawn)
→ 103, 0.4
Nc1ccc2[nH]c(=O)nc(-c3ccccc3)c2c1
→ 104, 0.3
Cc1ccc(NC(=O)CCc2nc3cccnc3n2-c2ccccc2)cc1
→ 108, 0.4
COc1ccc(CCNC(=O)c2nn(C)c3c2COc2ccccc2-3)cc1OC
→ 100, -0.9
COc1cc(OC)c(NC(=O)Cn2c(=O)n(C)c(=O)c3ccccc32)cc1Cl
→ 102, 0.1
O=c1[nH]nc(Sc2ncnc3sc4c(c23)CCCCC4)n1CC1CCCO1 (stereo not drawn)
→ 102, 0.1
CCOc1ccc(Cl)cc1S(=O)(=O)N1CCC(C(=O)NC(C)COC)CC1 (stereo not drawn)
→ 104, 0.8
Cc1ccc(OCC(=O)Nc2cccnc2)c(-n2nc3ccccc3n2)c1
→ 100, -0.9
COc1cccc(-c2nc(CS(=O)(=O)CC(=O)NCCc3ccccc3)c(C)o2)c1
→ 101, -0.3
CC1CCCC(NC(=O)Cn2nnc(-c3ccc(Cl)cc3)n2)C1C (stereo not drawn)
→ 99, -0.6
CCc1c(C)sc2nc(CC(=O)N3CCOCC3)[nH]c(=O)c12
→ 103, -0.1
O=C(Cn1ccc2cc(S(=O)(=O)N3CCCCC3)ccc21)NCCc1ccc(Cl)cc1
→ 102, -1.3
CCC(C)NC(=O)c1cn(CCOC)c(=O)c2c1c1ccccc1n2C (stereo not drawn)
→ 100, -0.8
COc1c(Cl)cc(C(=O)N(Cc2ccc(C)o2)C2CCS(=O)(=O)C2)cc1Cl (stereo not drawn)
→ 114, -0.1
COc1ccc(OC)c(NC(=O)CSC2=Nc3ccccc3C3=NC(CC(=O)NCCc4ccccc4)C(=O)N23)c1 (stereo not drawn)
→ 104, -0.5
COc1ccccc1N(C)S(=O)(=O)c1ccc(C)c(C(=O)O)c1
→ 101, -0.3
COc1ccc(C)cc1Nc1nc2c(S(=O)(=O)c3cc(C)ccc3C)nnn2c2ccsc12
→ 107, 0.2

# The results go on.
# Screens in order: PV pol inh, PV pol inh FP z-score
CCCNC(=O)C(CC)n1nc(CC)n2c(cc3oc(C)cc32)c1=O (stereo not drawn)
→ 104, -0.7
O=C(/C=C\c1ccc2c(c1)OCO2)NC1(C(=O)Nc2ccc3c(c2)OCO3)CCCCC1
→ 104, 0.5
COc1ccccc1CNC(=O)[C@H](C)N1C(=O)C2CC=CCC2C1=O (stereo partly drawn)
→ 103, 0.1
CN(C)N1C(=O)c2cccc3cccc(c23)C1=O
→ 104, -0.1
O=c1sc2ccccc2n1Cc1nnc(SCc2ccccn2)n1-c1cccc(Cl)c1
→ 104, 0.7
Cc1csc(=O)n1CCC(=O)O
→ 102, 0
CCOC(OCC)c1ccc(C=C(C#N)C#N)cc1
→ 96, -1.7
COC(=O)Cc1cc(=O)[nH]c(/N=C(\N)Nc2ccc(C(C)C)cc2)n1
→ 101, 0.1
O=C(NC1CC1)C(F)(F)C1(F)OC(F)(F)C(F)(F)C1(F)F (stereo not drawn)
→ 102, -0.1
CCc1nc(Oc2cccc(F)c2)c2oc3ccccc3c2n1
→ 113, 1.1
O=C1C(C=NCCN2CCOCC2)=C(O)c2ccccc21
→ 102, 0.3
COc1ccc(-c2c(C)nn3c(N4CCC(C(=O)NCC(OC)OC)CC4)cc(C)nc23)cc1OC
→ 103, 1.5
N#CC1=C(N)Oc2c(sc3ccccc23)C1c1ccccc1OC(=O)c1ccccc1Cl (stereo not drawn)
→ 101, -0.2
N#CCc1ccc(C(F)(F)F)cc1
→ 102, -0.3
N#CC1=Cc2ccccc2OC1
→ 97, -0.5
COC(=O)c1ccc(Cn2cc(C(F)(F)F)cc(Cl)c2=O)o1
→ 102, -0.1
O=C1CC(NS(=O)(=O)c2ccccc2)CN1c1ccc2c(c1)OCCO2 (stereo not drawn)
→ 104, 0.7
CCOC(=O)CC(N)c1ccc2c(c1)OCO2 (stereo not drawn)
→ 102, 0.3
O=C(CSc1ncn[nH]1)Nc1ccc(F)cc1
→ 104, 0.9
Cn1cccc1C(=O)NC(=O)CSc1nnc(-c2cccnc2)o1
→ 102, 0
CC1CCN(C(=O)c2cc(-c3ccc(Br)cc3)on2)CC1
→ 100, -0.4
CCc1nc2nc3ccccc3nc2n1-c1ccc(N2CCOCC2)cc1
→ 105, 0.4
Cc1ccc(NC(=O)CCn2ccnc2C)cc1Cl
→ 101, -0.6

# Entries of single compounds as entered above. Screens in order: PV pol inh	PV pol inh FP z-score
# Profile of Cc1ccc(NC(=O)CCn2ccnc2C)cc1Cl = 101	-0.6
# Profile of O=C(NC1CC1)C(F)(F)C1(F)OC(F)(F)C(F)(F)C1(F)F (stereo not drawn) = 102	-0.1
